Source: PubChem (The Scripps Research Institute Molecular Screening Center)
ARFGAP1 inh = rat ARFGAP1 inhibition; Q62848; Arfgap1-stimulated ARF1 GTP hydrolysis, GDP FP detection; inhibition, % at 16.5 µM; hit rate 0.26% among 360,000;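 active means inhibition above a per-plate limit, mean inhibition of low control wells plus 3 SD, cut at about 25% in these data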;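 further: 0% = DMSO wells with enzyme and 100% = wells lacking Arfgap1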
Target sequence (Q62848 1-136 limits assumed): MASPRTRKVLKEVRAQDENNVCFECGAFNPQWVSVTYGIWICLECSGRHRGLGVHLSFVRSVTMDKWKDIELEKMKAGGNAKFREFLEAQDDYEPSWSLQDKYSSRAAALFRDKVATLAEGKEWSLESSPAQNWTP
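System: truncated rat Arfgap1 GAP domain / Medium: HEPES-based buffer, pH 7.5 / Also added: N-terminally truncated human ARF1-GTP substrate / Incubation: enzyme reaction 120 min at 25 °C after 20 min preincubation / Measured by: FP of antibody-bound GDP Alexa 633 tracer, ex 620/em 688 nm / Replicates: singlicate, each compound tested once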
ASAP1 GAP inh = ASAP1 ArfGAP inhibition; Q9ULH1; ASAP1-stimulated ARF1 GTP hydrolysis, GDP FP detection; inhibition, % at 16.5 µM; hit rate 0.19% among 360,000; AID 624377; in the data active means inhibition above about 25%;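 further: 0% = vehicle with enzyme and substrate and 100% = no enzyme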
Tn6 DDE FP = DD(E)-Tn6 binding inhibition, primary FP screen. inhibition, % at 8.3 µM. AID 720509. Fibrin DD(E) TRITC-Tn6 fluorescence polarization displacement. hit rate 0.21% among 370,000;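 active means inhibition above a per-campaign cutoff: mean of compounds within control limits plus 3 SD, cut at about 15% in these data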;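 further: 0% = median of all compound wells on the plate and 100% = blocking peptide control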
Target sequence (P02675 whole entry, looked up): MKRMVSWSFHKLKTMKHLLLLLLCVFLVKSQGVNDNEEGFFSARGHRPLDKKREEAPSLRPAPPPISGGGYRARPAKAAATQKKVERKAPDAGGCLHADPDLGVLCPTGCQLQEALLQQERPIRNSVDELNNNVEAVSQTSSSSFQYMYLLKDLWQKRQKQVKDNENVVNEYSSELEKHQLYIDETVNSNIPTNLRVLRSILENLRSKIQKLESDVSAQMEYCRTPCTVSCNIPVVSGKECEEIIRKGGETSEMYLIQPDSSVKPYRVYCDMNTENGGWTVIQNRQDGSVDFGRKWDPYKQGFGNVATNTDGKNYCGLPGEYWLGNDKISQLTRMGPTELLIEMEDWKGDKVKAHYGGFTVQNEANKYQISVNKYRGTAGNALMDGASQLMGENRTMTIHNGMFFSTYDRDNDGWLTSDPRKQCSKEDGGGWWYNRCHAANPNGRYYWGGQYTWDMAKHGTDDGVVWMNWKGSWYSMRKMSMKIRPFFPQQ
LEDGF integ inh = blocks HIV-1 LEDGF/p75-dependent DNA integration; TR-FRET IN-LEDGF/p75 DNA integration, Eu/Cy5; inhibition, % at 3.7 µM; hit rate 0.64% among 370,000; AID 743269;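 active means inhibition above the screen-wide mean plus 3 SD, cut at about 13% in these data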;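 further: signal is the Cy5 over europium emission ratio at 671 and 618 nm; 0% = plate median of compound wells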
ADAM10 inh = ADAM10 inhibition, QFRET primary screen. O14672. recombinant ADAM10, EDANS/DABCYL FRET peptide cleavage, 3 h. inhibition, % at 7 µM. hit rate 0.62% among 370,000. AID 720582;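 active means inhibition above a per-campaign cutoff equal to the mean of compounds falling between control-based bounds plus 3 SD, cut at about 20% in these data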;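 further: 0% = DMSO wells while the 100% control is not disclosed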
PLCg1 inh = inhibitors of human phospholipase C gamma1 | P19174 | purified PLC-gamma1, fluorogenic substrate, fluorescence | inhibition, % at 12.2 µM | hit rate 0.84% among 370,000 | AID 720700; in the data active means inhibition above about 9.5%
Tn7 DDE FP = DD(E)-Tn7 binding inhibition, primary FP screen; P02675; FP displacement of FITC-Tn7 peptide from fibrin DD(E); 0% = median of compound wells per plate; inhibition, % at 8.3 µM; hit rate 0.13% among 370,000;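 active means inhibition above the mean of compounds falling within the control limits plus 3 SD of them, cut at about 14% in these data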;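 further: 0% = plate median of compound wells and 100% = 10 µM Aha-Tn7 peptide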
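Assay system: human fibrin DD(E) protein / Input: 2 µM fibrin DD(E) / Benchmarks: high control of 10 µM Aha-Tn7 peptide / Measured by: fluorescence polarization of the labelled Tn7 tracer / Medium: Tris buffer with calcium and detergent, pH 7.8 / Timing: 10 min compound pre-incubation, 3 h probe incubation at room temperature / Repeats: one replicate per compound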
TDP2 absorb = TDP2 (human) inhibition, absorbance primary screen. recombinant TDP2, T5PNP hydrolysis, p-nitrophenol absorbance 415 nm. inhibition, % at 12.8 µM. hit rate 0.34% among 370,000. AID 720702. O95551;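 active means inhibition above the mean of all tested compounds plus 3 SD, set per campaign, cut at about 25% in these data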;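 further: 0% = DMSO with enzyme and 100% = buffer with substrate but no TDP2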
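Incubation: 2 h at 37 °C; Test system: recombinant human TDP2; Quantity: enzyme 120 nM; Read-out basis: percent inhibition; Medium: 50 mM Tris-HCl pH 7.5 with Mg2+, KCl, DTT, BSA; Repeats: single replicate; Compound: 12.8 µM single point, 1% DMSO; Signal: epi absorbance; Reagent: 5 mM T5PNP chromogenic substrate; Benchmarks: no-enzyme high, DMSO-plus-enzyme low.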
ADAM17 inh = inhibits human ADAM17; AID 720648; hit rate 0.83% among 370,000; inhibition, % at 6.95 µM; recombinant ADAM17, EDANS/DABCYL FRET peptide cleavage; P78536;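 active means inhibition above the mean of compounds lying between control limits plus 3 SD, set per campaign, cut at about 8.5% in these data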;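 further: 0% = DMSO-only wells as the low control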
KLK7 zymogen act = activators of human kallikrein-7 zymogen; AID 652039; activation, % at 7 µM; purified proKLK7, EDANS-DABCYL substrate fluorescence; 100% is mature enzyme control, 0% vehicle; P49862; hit rate 0.9% among 370,000;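 active means activation above the mean of all tested compounds plus 3 SD, computed per campaign excluding outliers beyond control limits, cut at about 13% in these data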
Target sequence (P49862 whole entry, looked up): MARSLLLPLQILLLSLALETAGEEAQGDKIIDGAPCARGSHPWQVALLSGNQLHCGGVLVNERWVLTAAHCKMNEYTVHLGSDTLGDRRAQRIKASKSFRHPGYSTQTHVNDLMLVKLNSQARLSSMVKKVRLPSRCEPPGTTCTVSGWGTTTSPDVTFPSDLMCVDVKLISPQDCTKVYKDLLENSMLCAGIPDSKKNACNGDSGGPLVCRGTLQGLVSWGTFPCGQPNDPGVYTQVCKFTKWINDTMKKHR
Numbers without * were called inactive; i = inactive; · = no result given. Rows were taken by chance. Share with any hit: about 4.2%.

Start of the listing, in advance (three entries):
SMILES	ARFGAP1 inh	ASAP1 GAP inh	Tn6 DDE FP	LEDGF integ inh	ADAM10 inh	PLCg1 inh	Tn7 DDE FP	TDP2 absorb	ADAM17 inh	KLK7 zymogen act
Cc1ccc(NC(=O)C2CC(=O)N(Cc3ccco3)C2)cc1 (stereo unspecified)	2.7	-2.6	4.7	-3.0	1.6	-0.6	5.2	10.1	-5.2	-0.5
CC1(C(=O)NCC2CC2)CCN1C(=O)C1(c2ccc(Cl)cc2)CC1 (stereo unspecified)	1.0	-11.8	4.3	0.6	-8.5	-3.1	1.3	-2.3	-5.5	-0.4
O=C(NCc1ccccc1)c1cc(C2COCCN2C(=O)C/C=C/c2ccccc2)on1 (stereo unspecified)	1.0	1.1	-1.6	-2.3	-8.5	2.2	-2.5	6.3	1.7	0.2

This part in full, from the first entry:
SMILES	ARFGAP1 inh	ASAP1 GAP inh	Tn6 DDE FP	LEDGF integ inh	ADAM10 inh	PLCg1 inh	Tn7 DDE FP	TDP2 absorb	ADAM17 inh	KLK7 zymogen act
Cc1ccc(NC(=O)C2CC(=O)N(Cc3ccco3)C2)cc1 (stereo unspecified)	2.7	-2.6	4.7	-3.0	1.6	-0.6	5.2	10.1	-5.2	-0.5
CC1(C(=O)NCC2CC2)CCN1C(=O)C1(c2ccc(Cl)cc2)CC1 (stereo unspecified)	1.0	-11.8	4.3	0.6	-8.5	-3.1	1.3	-2.3	-5.5	-0.4
O=C(NCc1ccccc1)c1cc(C2COCCN2C(=O)C/C=C/c2ccccc2)on1 (stereo unspecified)	1.0	1.1	-1.6	-2.3	-8.5	2.2	-2.5	6.3	1.7	0.2
CCCCNC(=S)NNc1c(Cl)cc(Cl)cc1Cl	6.8	-1.8	3.4	3.6	0.2	1.6	4.9	12.4	2.0	0.2
Cc1ccc(C)c(NC(=O)CSc2sc3c(O)cc(=O)[nH]c3c2C#N)c1	4.5	-0.4	-14.2	2.9	-10.1	-22.4	-4.2	4.8	3.4	0.0
COc1ccc(OC)c(N(CC(=O)NCc2cccnc2)S(C)(=O)=O)c1	10.9	-4.1	9.9	-1.1	-0.4	2.3	-5.9	-9.4	-2.9	0.9
CC(C)[C@@H](C(=O)OCC(=O)Nc1ccc2c(c1)OCO2)N1C(=O)c2ccccc2C1=O	-1.9	-8.7	6.7	1.9	5.4	5.1	1.2	-1.8	4.6	-0.3
O=C(COC(=O)c1cccc(Cl)c1)NCCN1C(=O)CSC1=O	-3.4	-1.6	-4.0	5.6	4.1	3.1	-1.5	-9.8	3.4	-0.5
CCn1c(SCC(=O)Nc2ccc3c(c2)OCCO3)nnc1-c1ccco1	0.8	-1.0	1.5	-4.5	10.9	0.3	6.9	12.4	0.8	0.3
COc1ccc(C=O)cc1OC1C=CCCC1 (stereo unspecified)	2.6	-7.4	-3.2	2.1	-5.2	0.0	6.9	7.5	-3.7	0.5
Cc1ccccc1C(=O)NC(CC(C)C)C(=O)Nc1ccc(S(N)(=O)=O)cc1 (stereo unspecified)	8.0	-2.0	1.8	1.7	2.4	0.3	0.4	0.4	3.5	-0.1
CCCC1(c2ccccc2)NC(=O)N(CC(=O)Nc2cc(S(=O)(=O)N3CCOCC3)ccc2Cl)C1=O (stereo unspecified)	-7.1	-4.9	10.7	0.9	-6.7	-0.5	2.5	-14.4	-2.2	0.6
Cc1ccnc2nc(C(=O)OC(C)C(=O)NCc3ccccc3)nn12 (stereo unspecified)	1.3	-4.6	0.1	1.0	7.4	2.9	-6.1	-10.2	3.7	-0.4
O=C(NCCc1ccccc1)c1cnc2n(c1=O)CCS2	16.8	7.7	-2.3	-1.8	0.0	-1.1	0.6	2.0	-1.0	0.2
CC(C)(C)c1cnnn1-c1ccc([N+](=O)[O-])cc1	-2.5	3.7	-2.1	-0.1	-13.0	-0.6	2.8	4.1	-3.2	-0.2
COc1cc(OC)cc(C(=O)OCC(=O)Nc2ccc3[nH]c(=O)[nH]c3c2)c1	-3.1	4.6	-0.6	1.1	3.0	-1.4	-6.7	10.0	-3.2	0.3
COc1cc(CC(=O)Nc2ccccc2N2CCCCC2)cc(OC)c1OC	-0.9	-16.0	0.0	-6.6	-3.0	-1.3	6.3	6.0	-4.8	1.0
O=C(Nc1nnc(SCc2ccc(F)cc2)s1)c1cccnc1Cl	-1.1	0.1	4.7	0.6	-3.8	-14.0	6.1	-15.1	1.1	0.6
CC(C)=CCC/C(C)=C/CNC(=O)C[C@H]1C[C@H](C(=O)N(C(C)C)C(C)C)[C@@]2(C)c3[nH]c4cc(-c5ccco5)ccc4c3CCN2C1=O	-1.7	1.4	2.4	1.6	-359.8	-440.9	5.5	-0.5	-113.7	-3.7
Cc1cccc(N2CCN(CC(=O)Nc3ccccc3[N+](=O)[O-])CC2)c1C	-7.7	-2.9	4.9	-0.8	1.1	-0.6	-0.9	8.9	-2.1	-0.9
O=C(C1CCCN(S(=O)(=O)c2cccs2)C1)N1CCN(Cc2ccccc2)CC1 (stereo unspecified)	·	·	-0.5	1.2	-10.6	1.2	2.5	2.2	-0.3	-0.2
Cc1csc(NC(=S)NC(=O)c2ccccc2)n1	5.2	2.3	1.5	0.2	12.9	5.6	-1.9	-19.9	6.5	0.6
Cc1ccc([C@H]2C[C@]34CN(Cc5ccccc5)S(=O)(=O)[C@H]3C[C@H]2O4)cc1	8.4	17.5	4.3	-3.0	-5.1	-0.7	0.9	2.3	-4.2	0.2
Cc1nn(-c2ccccc2)c(Cl)c1C(=O)NNC(=O)c1ccccc1O	-8.1	0.2	-0.9	-10.4	-16.9	2.1	-4.2	0.0	-2.7	-0.4
CC1(C(=O)Nc2ccc3c(c2)OCCO3)CCN1C(=O)c1ccco1 (stereo unspecified)	14.5	2.5	-4.4	-1.5	-1.0	-1.3	-1.0	6.5	1.6	0.2
CC(C)Cn1c(SCc2nnc(-c3cccs3)o2)nc(O)cc1=O	-6.4	2.7	5.5	2.2	1.7	1.4	1.0	-8.9	1.5	-0.2
O=C(CCc1nnc2ccc(NCc3ccco3)nn12)Nc1ccc(F)cc1F	-1.3	-0.7	5.5	-2.5	3.5	0.8	-9.5	3.5	-4.4	-0.4
COC(=O)C1(C(=O)OC)NOC2C(=O)N(N(C)c3ncc(C(F)(F)F)cc3Cl)C(=O)C21 (stereo unspecified)	0.2	-5.3	-4.7	-4.4	4.8	-0.5	-4.2	-5.8	4.1	-1.4
O=C(O)CC(Cn1cnnn1)c1ccccc1 (stereo unspecified)	4.5	5.8	-2.2	-2.5	-2.7	1.4	-4.5	6.6	-1.3	-0.4
O=C(CSc1nnc(-c2ccco2)n1Cc1ccccc1)NCc1ccccc1	7.8	-4.5	-0.4	3.2	-1.9	-1.4	4.4	7.6	-5.3	0.5
Cc1nn(C(C)(C)C)c(OC(=O)c2cccs2)c1S(=O)(=O)c1ccccc1	-4.5	1.7	0.3	-3.5	11.3	1.5	5.2	8.9	1.8	0.6
C[C@H](CO)N1C[C@H](C)[C@@H](CN(C)Cc2ccccc2)Oc2c(NC(=O)C3CC3)cccc2C1=O	-5.4	-17.3	-2.3	3.1	11.8	1.7	-2.7	-3.0	0.3	-0.1
CCN(CC)S(=O)(=O)c1ccc(-c2cn3ccccc3n2)cc1	2.9	-4.2	-1.3	3.6	i	-194.3	-8.9	-11.1	-261.1	11.0
CCn1nnnc1SCC(=O)NC1Cc2ccccc2C1	1.7	14.7	-6.2	-1.1	2.1	1.3	-3.4	-0.4	-1.5	0.1
CCCc1nnc(-c2ccc(OC)cc2)o1	-0.2	0.0	-2.4	4.1	2.6	5.7	3.8	-3.6	-0.7	-0.4
O=C(Cn1nnc(-c2ccc(Cl)cc2)n1)NC(=O)NC1CCCC1	-1.1	2.0	5.0	-2.8	-16.7	2.5	-1.9	-5.1	1.4	0.1
CC(=O)c1cccc(NC(=O)COC(=O)c2ccc3c(c2)OCO3)c1	10.6	3.7	-5.0	-0.7	-13.8	0.8	2.2	7.7	-5.3	0.3
CC(C)CNC(=O)c1cccc(NC(=O)c2ccc(Cl)c([N+](=O)[O-])c2)c1	-4.2	7.1	-0.1	0.9	-4.9	1.2	2.6	-4.5	1.2	-0.6
O=C(NCCc1ccccc1)c1cccnc1N1CCCCCC1	22.9	-0.6	2.4	-1.1	-7.2	-2.6	6.0	0.4	-5.7	0.8
Cc1cccc(C)c1OCC(O)CNS(=O)(=O)c1ccccc1C(=O)N1CCOCC1 (stereo unspecified)	3.7	-3.4	-9.4	-1.4	-7.0	-0.5	0.4	8.3	-4.6	0.5
COc1ccc(CCN2C(=O)C(Oc3ccccc3C)C2c2ccc3c(c2)OCO3)cc1OC (stereo unspecified)	10.3	1.7	-1.1	4.5	4.9	-1.5	-2.7	-2.3	1.3	0.3
COc1cc(/C=C/C(=O)OCC(=O)c2ccccc2)cc(OC)c1OC	-6.4	-4.9	5.2	-5.4	-28.1	-5.0	4.2	6.5	-11.1	-1.4
COC(CNC(=O)[C@H](CSCc1ccccc1)N1Cc2ccccc2C1=O)OC	6.4	17.6	3.6	-2.6	-6.1	1.3	3.7	-7.4	-0.8	0.0
OC1C=CSc2nc3ccccc3n21 (stereo unspecified)	-0.2	7.3	-7.5	2.3	9.5	4.1	0.2	-12.6	0.3	0.9
CCn1cc(C(=O)N2CCN(C(=O)c3ccco3)CC2)c2cc(OC)c(OC)cc2c1=O	-0.6	3.8	2.1	1.0	-15.7	0.7	-0.3	-9.9	-6.0	-0.6
O=C(CCn1nnc(-c2cccs2)n1)NCc1ccco1	·	·	-2.2	1.7	-1.2	1.2	-11.1	5.1	0.0	0.1
O=c1cc(NC2CCCCC2)[nH]c(=O)[nH]1	1.2	-5.5	3.2	-2.0	-2.7	-0.6	3.0	-2.2	-2.7	0.1
CO[C@@H]1O[C@@H]2COC(c3ccccc3)O[C@@H]2[C@@H](OC)[C@@H]1O (stereo partly specified)	3.6	5.7	3.4	2.3	4.9	3.4	6.9	9.6	-6.5	0.4
COc1ccc(NS(=O)(=O)c2ccc(OC)c(OC)c2)cc1OC	-6.1	2.7	9.1	-0.5	-4.7	-1.5	5.4	-3.1	-3.2	0.0
N#Cc1nc(COc2ccc(Br)cc2)oc1NCCCn1ccnc1	0.9	-3.4	-6.7	3.7	1.2	0.6	-3.7	3.7	-1.2	0.1
